# Screening data from PubChem.
# NCI-60 one-dose screen, 48 h, at 10 µM unless noted. Numbers give growth in % (100 = growth as untreated, 0 = no growth, -100 = all killed).
# HCT-116: HCT-116 colon cancer; 7.3% of 82,000 active; AID 1794798
# NCI-H460: NCI-H460 lung cancer; AID 1794736; 6.8% of 82,000 active
# SW-620: SW-620 colon cancer. 5.2% of 82,000 active
# KM12: KM12 colon cancer cells | 5% of 82,000 active
# HCT-15: HCT-15 colon cancer; 5.2% of 82,000 active; AID 1794746
# COLO 205: COLO 205 colon cancer. 7.3% of 79,000 active. AID 1794742
# NCI-H226: NCI-H226 lung cancer. 3.5% of 79,000 active. AID 1794732
# NCI-H322M: NCI-H322M lung cancer | 2.7% of 80,000 active | AID 1794733
# HT29: HT29 colon cancer. 7.4% of 81,000 active. AID 1794748
# * = called active by the depositor; . = not tested or not shown. How the source made its calls: active means growth percent below 10; inactive means the rest.
[1] O=C(Nc1ccccc1)SC1CCCCC1
[2] CC1=NN(c2nc(-c3c(O)cc(C)oc3=O)cs2)C(=O)/C1=C\c1ccc(N(C)C)cc1
[3] COc1cc2nnc3c4cccnc4c(C#N)n3c2cc1OC
[4] O=C1C=Cc2ccccc2/C1=C/c1sc(=O)[nH]c1O
[5] CC1Cc2c(N(C)C)ncnc2N(C)c2ccc(O)cc21 (stereo not drawn)
[6] O=C(NO)OCc1ccccc1
[7] Cc1cnc2nc(NN)[nH]n12
[8] O=c1cc(O)c2sc(-c3ccc(F)cc3)cc2[nH]1

compound no.	1	2	3	4	5	6	7	8
HCT-116	99	83	104	104	80	106	99	102
NCI-H460	98	90	110	105	98	109	103	102
SW-620	91	89	98	98	63	104	103	101
KM12	103	85	112	102	60	111	100	99
HCT-15	105	69	91	109	51	101	101	105
COLO 205	102	107	111	111	103	97	101	120
NCI-H226	107	97	105	99	104	95	93	99
NCI-H322M	96	.	114	94	97	101	100	93
HT29	96	96	73	104	98	95	103	98

[9] O=C(CN1CCN(c2cc3c(cc2F)c(=O)c(C(=O)O)cn3C2CC2)CC1)Nc1nc(-c2ccccc2)cs1
[10] O=C(NCCNC(c1ccccc1)C(NCCNC(=O)c1ccccc1)c1ccccc1)c1ccccc1 (stereo not drawn)
[11] O=C1COCCN1c1ccc(NCc2cn(Cc3ccc([N+](=O)[O-])cc3)c3ccccc23)cc1
[12] CSc1nc(Nc2ccc(S(=O)(=O)NC(C)=O)cc2)c(C#N)c(-c2cccc([N+](=O)[O-])c2)n1
[13] COc1ccc(/C(=C\c2cc(OC)c(OC)c(OC)c2)C(=O)N2CCCCC2)cc1
[14] Cc1ncnc(N)c1CCCNc1ccccc1
[15] Cc1[nH]c(C(=O)Nc2nc3ccc(NC(N)=O)cc3s2)c(Cl)c1Cl
[16] O=C(Nc1ccc(S(=O)(=O)Nc2ncccn2)cc1)c1ccc(-n2c(=O)[nH]c3ccccc3c2=O)cc1

compound no.	9	10	11	12	13	14	15	16
HCT-116	81	54	88	101	77	108	97	101
NCI-H460	73	60	100	102	105	113	99	108
SW-620	92	58	93	109	92	100	108	109
KM12	90	100	101	101	89	110	98	104
HCT-15	82	19	98	101	90	107	96	105
COLO 205	93	106	105	123	111	108	111	109
NCI-H226	77	100	85	98	97	99	103	101
NCI-H322M	102	96	105	101	89	114	97	105
HT29	73	37	104	111	90	104	110	99

[17] O=C1OCC/C1=C\NCCCN/C=C1\CCOC1=O
[18] O=c1[nH]c2ccccc2cc1CSc1ccccc1Nc1nccc(-c2ccc(C(F)(F)F)cc2)n1
[19] C[C@]12CC[C@@H]3c4ccc(O)cc4CC[C@H]3[C@@H]1CC[C@@H]2NS(=O)(=O)c1cccc(Cl)c1
[20] COc1c(C)cnc(CSc2nc(-c3ccccc3)cn2-c2ccc(Cl)cc2)c1C
[21] NS(=O)(=O)c1ccc(NC(=S)/N=C/C2=C(O)c3ccccc3C2=O)cc1
[22] O=[N+]([O-])c1ccc2[nH]c(=S)sc2c1
[23] C=CCOc1c(C(C)C)cc(C(N)=O)cc1C(C)C
[24] O=c1c(-c2ccccc2)c(O)on1/C=C1/C=CC=N1

compound no.	17	18	19	20	21	22	23	24
HCT-116	106	43	36	75	98	98	78	98
NCI-H460	102	41	49	99	101	99	104	106
SW-620	100	68	72	96	94	92	112	105
KM12	105	79	42	97	101	92	78	103
HCT-15	105	69	43	92	96	95	96	101
COLO 205	110	104	44	87	98	93	118	102
NCI-H226	105	57	54	97	93	85	97	95
NCI-H322M	105	90	74	97	105	98	.	99
HT29	109	56	.	78	107	104	102	108

# Look-ups from above.
# Value for `O=C(CN1CCN(c2cc3c(cc2F)c(=O)c(C(=O)O)cn3C2CC2)CC1)Nc1nc(-c2ccccc2)cs1` in NCI-H226: 77
# Value for `O=C1OCC/C1=C\NCCCN/C=C1\CCOC1=O` in NCI-H322M: 105
# Value for `CC1Cc2c(N(C)C)ncnc2N(C)c2ccc(O)cc21` (stereo not drawn) in KM12: 60
# Value for `O=C1C=Cc2ccccc2/C1=C/c1sc(=O)[nH]c1O` in COLO 205: 111

# Following part:
[25] CN1c2ccccc2[C@]2(C)Cc3ccccc3N[C@H]12
[26] Cc1cc(C)cc(C(=O)O)c1
[27] CCOC(=O)c1csc(NC(=O)c2ccc(N3CCN(C(c4ccccc4)c4ccccc4)CC3)c([N+](=O)[O-])c2)n1
[28] CCOC(=O)c1nc2cc(C#N)ccn2c1C(=O)c1ccccc1
[29] O=C(c1ccccc1)C(O)C(Br)(CBr)c1ccccc1 (stereo not drawn)
[30] O=C(COc1cccc2cccnc12)Nc1ccc(C(=O)/C=C/c2ccc(Br)cc2)cc1
[31] Cc1ccc(C2N=C(N)NC(Nc3nn[nH]n3)=N2)cc1 (stereo not drawn)
[32] O=CNc1ccc([N+](=O)[O-])cc1

compound no.	25	26	27	28	29	30	31	32
HCT-116	97	98	72	102	57	97	97	102
NCI-H460	111	102	91	105	.	109	113	111
SW-620	101	99	99	101	.	106	109	111
KM12	103	95	87	103	80	101	101	104
HCT-15	104	103	88	113	87	99	98	113
COLO 205	107	102	.	101	120	104	118	113
NCI-H226	102	89	72	101	90	103	102	114
NCI-H322M	91	.	101	104	101	106	103	120
HT29	95	105	83	117	.	106	111	109

# One compound at a time (already shown):
# O=[N+]([O-])c1ccc2[nH]c(=S)sc2c1 across the screens: HCT-116 = 98; NCI-H460 = 99; SW-620 = 92; KM12 = 92; HCT-15 = 95; COLO 205 = 93; NCI-H226 = 85; NCI-H322M = 98; HT29 = 104
# O=C(NCCNC(c1ccccc1)C(NCCNC(=O)c1ccccc1)c1ccccc1)c1ccccc1 (stereo not drawn) across the screens: HCT-116 = 54; NCI-H460 = 60; SW-620 = 58; KM12 = 100; HCT-15 = 19; COLO 205 = 106; NCI-H226 = 100; NCI-H322M = 96; HT29 = 37

# 6 entries picked at random from the list so far:
[27] CCOC(=O)c1csc(NC(=O)c2ccc(N3CCN(C(c4ccccc4)c4ccccc4)CC3)c([N+](=O)[O-])c2)n1
[25] CN1c2ccccc2[C@]2(C)Cc3ccccc3N[C@H]12
[28] CCOC(=O)c1nc2cc(C#N)ccn2c1C(=O)c1ccccc1
[30] O=C(COc1cccc2cccnc12)Nc1ccc(C(=O)/C=C/c2ccc(Br)cc2)cc1
[32] O=CNc1ccc([N+](=O)[O-])cc1
[26] Cc1cc(C)cc(C(=O)O)c1

compound no.	27	25	28	30	32	26
HCT-116	72	97	102	97	102	98
NCI-H460	91	111	105	109	111	102
SW-620	99	101	101	106	111	99
KM12	87	103	103	101	104	95
HCT-15	88	104	113	99	113	103
COLO 205	.	107	101	104	113	102
NCI-H226	72	102	101	103	114	89
NCI-H322M	101	91	104	106	120	.
HT29	83	95	117	106	109	105

# Other structures follow:
[33] Nc1nc2c(nc(N3CCCCC3)n2[C@@H]2O[C@H](CO)[C@@H](O)[C@H]2O)c(=O)[nH]1
[34] C=C1CCC2C3(C)COC(c4ccc(F)cc4)OC3CCC2(C)C1C/C=C1/C(=O)OCC1O (stereo not drawn)
[35] Cc1cc(CCNC=O)c(C)c2c1sc1ccccc12
[36] CC/C(=C(/c1ccc(O)cc1)c1ccc(OCCN2CCCCCC2)cc1)c1ccc(Cl)cc1
[37] CC1(C)N=C(N)N=C(N)N1c1ccc(Cl)cc1
[38] CCCCN(CCCC)C(C)CO (stereo not drawn)
[39] COc1ccc(OC)c(-c2cc(-c3c[nH]c4ccccc34)nc(N)c2C#N)c1
[40] O=Cc1ccc(OCc2ccccc2)cc1

compound no.	33	34	35	36	37	38	39	40
HCT-116	106	-74*	94	-53*	25	98	-46*	99
NCI-H460	105	-39*	104	46	18	99	-43*	119
SW-620	108	-70*	102	63	34	93	6.6*	102
KM12	103	-45*	103	38	50	106	-28*	109
HCT-15	99	-42*	90	32	74	99	1.1*	103
COLO 205	111	-51*	124	4.5*	.	97	-23*	117
NCI-H226	97	-8.1*	77	89	76	100	14	103
NCI-H322M	98	27	.	84	59	108	25	97
HT29	108	-4.8*	97	14	30	104	-13*	105

[41] O=C(Nc1cc(Cl)cc(Cl)c1)Nc1cccc(Cn2c(=O)[nH]c3ccc(Oc4ncccn4)cc3c2=O)c1
[42] O=C1Nc2ccc(Cl)cc2/C1=C/c1ccc[nH]1
[43] O=C(OCc1ccc2cccc(O)c2n1)c1cc2ccccc2[nH]1
[44] CSc1nnc(N)s1
[45] COc1ccc(CCn2cncc2-c2c[nH]c3ccccc23)cc1
[46] CCOC(=O)c1ccc(NC(=O)CN2CCN(c3cc(=O)n(-c4ccccc4)c4ccccc34)CC2)cc1
[47] CCOC(=O)CC(C)C(F)(F)F (stereo not drawn)
[48] O=C(c1ccc(-c2ccccc2)cc1)c1ccc(-c2ccccc2)cc1

compound no.	41	42	43	44	45	46	47	48
HCT-116	40	87	103	102	81	62	100	92
NCI-H460	58	82	100	114	92	78	110	109
SW-620	79	112	99	108	88	90	109	104
KM12	49	13	100	102	98	81	105	102
HCT-15	74	34	94	113	93	72	103	111
COLO 205	74	126	109	110	97	95	108	103
NCI-H226	69	97	60	101	81	62	107	120
NCI-H322M	60	69	101	97	93	84	94	107
HT29	60	107	106	105	83	89	103	99

[49] O=C(CCl)Nc1ccccc1SCc1cc(Cl)cc2c1OCOC2
[50] COc1cc2c(c(OC)c1OC)C(=O)CC(c1cccc(NC(=O)[C@@H](NC(=O)OC(C)(C)C)C(C)C)c1)O2 (stereo partly drawn)
[51] N#CC1CC2C=CC1CC2 (stereo not drawn)
[52] Cc1ccc(N2CCN(C(N)=S)CC2)cc1Cl
[53] NC(=NC1C2CC3CC(C2)CC1C3)Nc1ccc(I)cc1 (stereo not drawn)
[54] COc1cc(C)c(Br)c(C)c1
[55] COC(=O)c1cccnc1Nc1ccc(N2C(=O)c3ccccc3C2=O)cc1
[56] COc1ccc(C2=Nn3c(SCC(=O)c4ccc(F)cc4)nnc3SC2)cc1

compound no.	49	50	51	52	53	54	55	56
HCT-116	79	93	99	64	8.1*	108	105	90
NCI-H460	105	105	106	108	55	112	111	101
SW-620	87	113	103	109	21	104	107	100
KM12	97	104	100	95	46	109	104	112
HCT-15	88	95	108	101	44	102	103	98
COLO 205	96	112	106	95	-70*	108	107	105
NCI-H226	83	105	105	102	85	105	104	93
NCI-H322M	90	99	100	94	16	115	95	77
HT29	82	108	106	82	9.6*	137	112	91

[57] COc1ccc(/C=N/S(=O)(=O)O)cc1
[58] CCCC1OC(c2ccco2)OCC1CC (stereo not drawn)
[59] CC1(C)CC(=O)c2cc3c(N)c(C(=O)Nc4ccc(F)cc4)sc3nc2C1
[60] CCCCCCc1ccc(C(=O)Nc2ccc(C)cc2C(=O)O)cc1
[61] COc1nc(N)c(CNCc2ccccc2)c(=O)n1C
[62] CCN1C(=O)C2(Nc3ccccc3S2)c2cc(C)ccc21 (stereo not drawn)
[63] NNC(=O)CSc1nc2ccccc2[nH]1
[64] O=C(Oc1ccc(-c2ccccc2[N+](=O)[O-])cc1)c1ccccc1

compound no.	57	58	59	60	61	62	63	64
HCT-116	94	99	115	96	95	97	106	95
NCI-H460	106	113	104	101	100	109	104	105
SW-620	106	99	106	97	103	97	95	96
KM12	100	103	115	86	108	107	99	100
HCT-15	106	97	101	91	99	101	105	100
COLO 205	113	106	133	118	117	97	113	111
NCI-H226	99	111	103	90	98	.	93	97
NCI-H322M	118	102	111	98	106	96	96	106
HT29	97	103	111	117	103	107	121	95

[65] O=S(=O)(Nc1ncccn1)c1ccc(N=Nc2ccc(O)c3ncccc23)cc1
[66] Cc1sc2ncn(CC(=O)Nc3ccc(S(N)(=O)=O)cc3)c(=O)c2c1C
[67] N#CC1=C(c2ccco2)Nc2c(c(-c3ccccc3)nn2-c2ccccc2)C12C(=O)Nc1ccc(Cl)cc12 (stereo not drawn)
[68] CC(=O)Nc1ccc(-c2cn(-c3cccc(C(=O)Nc4ccc(F)c(C(F)(F)F)c4)c3)nn2)cn1
[69] Brc1ccc(C2=Nn3c(nnc3-c3ccccc3)SC2)cc1
[70] CCn1c2ccc(O)cc2c2c(C)c3c[n+](CCCCCC(=O)O)ccc3c(C)c21
[71] CC(C)(C)c1cc(Cl)c2c(c1)CN(C1CCCCC1)CO2
[72] COC1=C(Nc2ccccc2)C(=O)C(OC)=C(Nc2ccccc2)C1=O
[73] Cc1cnc(CSc2nc(-c3ccc(F)cc3)cn2-c2ccc(Cl)cc2)c(C)c1

compound no.	65	66	67	68	69	70	71	72	73
HCT-116	33	106	-73*	15	103	94	95	103	78
NCI-H460	22	105	0.2*	-47*	108	86	102	109	94
SW-620	61	100	16	-8.1*	106	84	92	105	96
KM12	58	102	52	28	102	87	89	107	93
HCT-15	.	102	30	21	98	89	100	105	97
COLO 205	105	.	80	46	112	95	106	98	96
NCI-H226	81	.	-9.0*	26	99	97	96	98	105
NCI-H322M	66	97	51	54	91	78	103	115	79
HT29	91	107	42	6.6*	102	100	103	103	62

# Not a hit list; any-hit rate near 11%.
